Assay outcomes as filed in PubChem.
ALOX12 inh: ALOX12 (human) lipoxygenase inhibition. P18054. purified 12hLO, xylenol orange hydroperoxide absorbance. Potency, µM (series often up to 108 µM), for the others: at the top dose activity change, negative = inhibition, most hits filed as inhibitors. 580,000 compounds, 1.1% hits. AID 1671190; further: potency means the concentration at half of the fitted maximal effect; on the % scale 0 is the no-effect control and ±100 the full control effect
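Purified human 12hLO at 150 nM in 25 mM Hepes, 0.01% Triton X-100, pH 7.0, preincubated 15 min at room temperature with compound. Reaction started with 40 uM arachidonic acid, 30 min at room temperature. Hydroperoxide measured by Fe-xylenol orange, 573/405 nm absorbance ratio.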
GRP78 ERSR act: ER stress response induction in glioma; 420,000 compounds, 0.02% hits; Potency, µM, for inactives: at the top dose activation, most hits filed as activators; U87-MG GRP78 promoter luciferase reporter, 16 h; further: potency means the concentration at half of the fitted maximal effect; series mostly up to about 76 µM; % of control where 0% means no effect; nearly all actives have a fitted effect of over 35% in size
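ERSR induction read as luciferase luminescence (Bright-Glo, 10 min at room temperature) in stably transfected human U87-MG glioma cells exposed to compounds for 16 h, using GRP78 as sensor.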
Vif-A3G inh: blocks the Vif interaction with human APOBEC3G | 410,000 compounds, 0.076% hits | Potency, µM (doses to about 46.1 µM), without a hit: at the top dose activity, negative = active, hits mostly inhibitors | AID 602310 | HeLa A3G-eYFP + Vif (tagged APOBEC3G with the HIV-1 protein that degrades it), YFP fluorescence, overnight;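 further: potency means the concentration at half of the fitted maximal effect; on the % scale 0 is the no-effect control and ±100 the full control effect; nearly all actives have a fitted effect of over 60% in size; hits raise eYFP signal because A3G escapes Vif-driven loss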
Target sequence (Q9HC16 whole entry, looked up): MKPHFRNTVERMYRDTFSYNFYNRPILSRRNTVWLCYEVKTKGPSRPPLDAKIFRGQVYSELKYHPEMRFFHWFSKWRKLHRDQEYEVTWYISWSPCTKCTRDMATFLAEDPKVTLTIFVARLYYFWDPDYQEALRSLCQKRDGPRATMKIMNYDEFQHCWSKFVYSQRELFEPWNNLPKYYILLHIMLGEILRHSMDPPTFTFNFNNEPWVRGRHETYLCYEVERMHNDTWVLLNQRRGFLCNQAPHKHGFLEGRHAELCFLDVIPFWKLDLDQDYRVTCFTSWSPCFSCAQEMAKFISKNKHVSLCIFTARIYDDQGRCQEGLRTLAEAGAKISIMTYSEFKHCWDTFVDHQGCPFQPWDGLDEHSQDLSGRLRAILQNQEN
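HeLa cells stably expressing Vif and C-terminally eYFP-tagged A3G, seeded overnight at 37 deg C, then exposed to compound by pintool overnight at 37 deg C. Rise in yellow fluorescence (Ex 488/Em 500-530, Acumen) marks blocked Vif-driven A3G degradation.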
ERG-DNA inh: inhibitors of human ERG Ets domain-DNA interaction; fluorescence polarization, His-ERG Ets domain / labelled DNA; Potency, µM (highest dose often 76.9 µM), without a hit: at the highest dose FP activity, negative = inhibition, usual class: inhibitors; 370,000 compounds, 0.028% hits; AID 624246; active means well fitted inhibition curve with a large enough effect in the polarisation, with a control signal flat; inconclusive means small, poorly fitted or top-dose-only effect, or effect the other way, or a change in a side signal; inactive means no such curve, though single readings can be large or run the other way; the % refers to the polarisation;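 further: polarization taken with two DNA probes labelled with fluorescein and Texas red; potency means the concentration at half of the fitted maximal effect; % of control where 0% means no effect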
Target sequence (P11308 whole entry, looked up, the tested form may be a part): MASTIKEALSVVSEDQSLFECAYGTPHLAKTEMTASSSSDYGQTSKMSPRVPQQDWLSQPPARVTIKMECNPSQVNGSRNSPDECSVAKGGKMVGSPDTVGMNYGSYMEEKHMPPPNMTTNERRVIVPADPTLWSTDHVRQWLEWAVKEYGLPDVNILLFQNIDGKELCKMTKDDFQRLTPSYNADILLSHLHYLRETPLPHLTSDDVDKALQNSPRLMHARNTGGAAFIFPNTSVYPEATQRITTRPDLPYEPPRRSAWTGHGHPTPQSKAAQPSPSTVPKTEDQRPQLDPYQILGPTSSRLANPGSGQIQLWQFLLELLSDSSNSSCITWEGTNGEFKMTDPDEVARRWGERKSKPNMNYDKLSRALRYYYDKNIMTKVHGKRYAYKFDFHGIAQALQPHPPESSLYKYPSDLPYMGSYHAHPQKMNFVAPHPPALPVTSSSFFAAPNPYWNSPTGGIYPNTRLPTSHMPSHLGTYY
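His-tagged ERG Ets domain (1 uM in the protein solution; 300mM KCl, 50mM Tris-HCl, 1mM EDTA, 1mM DTT, pH 7.5) received compound, then a probe mix of 5 nM fluorescein-DNA and 100nM Texas-615-DNA. Fluorescence polarization was read for both dyes.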
RGS4 inhibitor: blocks human RGS4-accelerated GTP hydrolysis. Transcreener GDP fluorescence polarization, RGS4-accelerated GTP hydrolysis. Potency, µM (highest dose often 114 µM), for inactives: top-dose activity change, negative = inhibition, most hits filed as inhibitors. 390,000 compounds, 0.039% hits. AID 504845; further: potency means the concentration at half of the fitted maximal effect; on the % scale 0 is the no-effect control and ±100 the full control effect; nearly all actives have a fitted effect of over 75% in size; some results filed as inactive show a strong effect at the top dose
Target sequence (P49798 whole entry, looked up): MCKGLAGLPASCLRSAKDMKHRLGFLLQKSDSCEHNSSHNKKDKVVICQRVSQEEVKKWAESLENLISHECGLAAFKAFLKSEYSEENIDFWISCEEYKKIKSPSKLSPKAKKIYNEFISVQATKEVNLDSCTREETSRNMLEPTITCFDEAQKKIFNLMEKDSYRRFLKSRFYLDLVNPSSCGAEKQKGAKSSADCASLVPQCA
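MLSMR compounds (23 nl, pin-transferred) preincubated 10 min at room temperature with a 500nM (2x) first reagent, then RGS4 at 900nM (2x) plus Transcreener GDP mix added; fluorescence polarization (620/688 nm) read before and after 90 min at 30 °C.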
D2 ag: activates the human D2 dopamine receptor; P14416; HEK293 T-REx D2 cells, calcium flux agonist mode; activation, % at 2 µM; 340,000 compounds, 0.53% hits;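 active means activation over 3 SD above normal in the single-dose calcium agonist read, cut at about 30% in these data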; further: 0% is about no effect
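Tetracycline-induced HEK293 Trex cells with D2 receptor force-coupled to calcium signaling, plated overnight at 30 C and loaded with no-wash calcium dye. Calcium flux read kinetically for 180 s after compound addition; responses flag agonists.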
LDHA inh: blocks human lactate dehydrogenase A | AID 1347041 | purified LDHA, NADH/diaphorase-resazurin fluorescence; hits give low values | 480,000 compounds, 0.15% hits | P00338 | activity change, % (values are at about 110 or 230 µM); in the data active means activity change below about -30%; inconclusive means mostly about -25% to -30%;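 further: plate controls were DMSO wells for no effect and wells without enzyme for full effect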
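Enzyme activity of human lactate dehydrogenase 5 (2 nM; 0.06 mM NADH, 0.2 mM pyruvate, 5 min, RT) is measured via a resazurin/diaphorase fluorescence readout of residual NADH.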
D2 antag: antagonizes the human D2 dopamine receptor. P14416. HEK293 TREx D2 cells, calcium flux, dopamine EC80. inhibition, % at 10 µM. 340,000 compounds, 2% hits; in the data active means inhibition above about 30%; further: 0% is about no effect
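Overnight-induced (tetracycline, 30 C) HEK293 T-REx cells carrying force-coupled D2 receive a no-wash calcium dye, then compound, then EC80 dopamine at 180 s; signals are read kinetically throughout.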
Vif-A3F inh: inhibitors of Vif-A3F interaction; Potency, µM (highest dose often 46.1 µM), without a hit: at the highest dose activity, negative = active; HeLa A3F-eYFP + Vif (tagged APOBEC3F with the HIV-1 protein that degrades it), YFP fluorescence increase; 390,000 compounds, 0.2% hits; further: potency means the concentration at half of the fitted maximal effect; % of control where 0% means no effect; nearly all actives have a fitted effect of over 65% in size
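HeLa cells stably expressing Vif plus C-terminally eYFP-tagged A3F were seeded, incubated overnight at 37 deg C, dosed with compound, incubated overnight again at 37 deg C. Yellow fluorescence (Ex 488/Em 500-530) reported blocked Vif-mediated A3F-eYFP degradation.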
* marks the source's active call; other numbers are inactive results; u = inconclusive; x = not tested or not shown; & = joins results of further samples; [ ] = dose if it differs, or a comment. Unless noted, the call rests on the fitted dose curve; in most records, active means well fitted curve in the direction sought with a large enough effect; inconclusive means small, poorly fitted or top-dose-only effect, or another doubt; inactive means no such curve, though single readings can be large; an effect the other way counts as inactive or inconclusive. Some of the compounds tested, so the mix of outcomes need not match the whole.

SMILES	ALOX12 inh	GRP78 ERSR act	Vif-A3G inh	ERG-DNA inh	RGS4 inhibitor	D2 ag	LDHA inh	D2 antag	Vif-A3F inh
COC(=O)c1cc2c(-c3ccccc3)cc3ccccn3c-2c1C(=O)OC	20%	-6%	0%	1%	2%	x	-5	x	3%
CCc1cccc(C)c1NC(=O)c1cc(S(=O)(=O)N2CCN(c3ccccc3)CC2)ccc1F	-5%	0%	0%	-4%	17%	0.5	2	x	3%
COc1ccc2oc(-c3ccc(C)c(NC(=O)c4ccc5c(c4)OCCO5)c3)nc2c1	-19%	8%	-3%	-2%	-15%	-0.2	-3	x	-1%
COC(=O)CN(c1ccc(C)cc1)S(=O)(=O)c1ccc2c(c1)n(C)c(=O)c(=O)n2C	x	-3%	0%	-2%	5%	0.2	-1	-6	0%
Clc1cccc(-c2nc3nc4ccccc4nc3n2Cc2ccco2)c1	0%	8%	-1%	-2%	-43%	-0.1	-1	-33	0%
O=C(C[C@H]1C/C=C\CC[C@H](Cc2ccc(F)cc2)C(=O)O[C@H](c2ccccc2)CNC1=O)N[C@H](CO)Cc1ccccc1	u	15%	-25%	-9%	1%	x	-6	x	-11%
CCC(Cc1ccccc1)NC(=O)CN1C(=O)CSc2ncccc21 (configuration not stated)	2%	-3%	6%	12%	-12%	0.0	-4	13	-11%
O=C(CN1CCN(S(=O)(=O)c2ccc(C(F)(F)F)cc2)CC1)N1CCNC1=O	-10%	-5%	3%	7%	33%	-0.3	2	3	1%
O=C1NC(Cc2ccc(O)cc2)c2nc3cc(Cl)ccc3c(=O)n2-c2cc(Cl)ccc21 (configuration not stated)	u	2%	-17%	-6%	-23%	x	0	x	1%
CCc1ccc(NC(=O)C(=O)N/N=C(\C)CC(=O)Nc2ccc(OC)cc2)cc1	0%	2%	0%	-6%	27%	-1.0	-13	17	-4%
[O-]/C(=C(\C(=S)NCc1ccccc1)[n+]1ccccc1)c1ccc(Cl)s1	-16%	-5%	-3%	3%	-39%	0.5	-5	4	-5%
OCCNc1ncnc2oc(-c3ccco3)c(-c3ccco3)c12	x	-4%	-6%	x	-28%	x	7	x	x
S=C(c1ccc(-c2ccccc2Cl)o1)N1CCCCC1	u	6%	-3%	8%	-2%	0.3	-3	4	-6%
CCOc1c2ccc(C(=O)NCc3ccc(C)cc3)cc2nn1CCOC	-5%	-1%	-1%	8%	-18%	0.1	0	9	0%
CCC/C(=N\NC(=O)c1cccc(C)c1)c1ccccc1	-17%	1%	1%	2%	-33%	-1.1	-3	7	-20%
O=c1c2ccccc2c(=O)n2n1Cc1ccccc1C2	2%	2%	-5%	0%	-2%	0.7	0	-6	-1%
O=C(CSc1nncn1-c1ccccc1)Nc1c(F)cccc1F	1%	2%	0%	10%	-8%	0.0	1	7	-3%
CCOC(=O)C1CCCN(CC(=O)NC2=Nc3ccccc3N=C(C)C2c2ccccc2)C1 (configuration not stated)	0%	-4%	-7%	7%	-14%	x	6	x	7%
c1ccc(CCNC2=NCCCS2)cc1	333%[activator]	-3%	4%	1%	17%	0.2	-4	7	0%
COc1ccc(S(=O)(=O)NC(C)c2ccc3c(c2)OCCO3)cc1 (configuration not stated)	-1%	-5%	-3%	x	x	x	1	x	1%
COc1ccc(NC(=O)N(C)C[C@H]2Oc3ccc(NS(=O)(=O)c4cccs4)cc3C(=O)N([C@H](C)CO)C[C@@H]2C)cc1	u	-2%	-8%	5%	9%	x	6	x	-6%
CCN1CCN(Cc2nc3c(c(=O)[nH]c(=O)n3C)n2Cc2ccccc2Cl)CC1	10%	-2%	-1%	4%	-6%	0.0	-1	-17	-9%
COc1ccc(CNC(=O)CN2C(=O)NC(C)(c3ccc(C(C)(C)C)cc3)C2=O)cc1 (configuration not stated)	0%	-1%	3%	-10%	-24%	-0.3	-2	0	8%
NC(=O)[C@H](Cc1cc2ccccc2s1)NC(=O)[C@@H]1CC2(CC(c3cccc(NC(=O)[C@@H]4CCC(=O)N4)c3)=NO2)CN1C(=O)c1ccccc1 (some centres not stated)	-7%	1%	1%	-3%	-35%	-0.1	0	-3	-2%
COc1ccc2c(c1)cc1c(=O)n(CC(=O)NC3CC3)nc(C)n12	-3%	-1%	-2%	-8%	27%	-0.1	-7	x	0%
Following part.
SMILES	ALOX12 inh	GRP78 ERSR act	Vif-A3G inh	ERG-DNA inh	RGS4 inhibitor	D2 ag	LDHA inh	D2 antag	Vif-A3F inh
Cc1cccc(C)c1OCC(=O)OCC(=O)c1ccc2c(c1)NC(=O)CO2	0%	-4%	-1%	-6%	-1%	0.7	-5	30*	-11%
CCOc1cc(C(=O)N(CC)CC(=O)Nc2c(F)cccc2F)ccc1OCC(=O)N1CCCCC1	30%	-1%	0%	-7%	-17%	-0.8	-3	-2	5%
COc1cccc(C(NC(C)=O)c2nc(-c3cccc(F)c3)cs2)c1 (configuration not stated)	1%	0%	-2%	x	x	x	-4	x	x
COc1cc(S(=O)(=O)NCCCn2ccnc2)ccc1F	3%	0%	0%	3%	-27%	1.2	0	2	2%
O=C(NCCc1nc(-c2ccccc2Cl)no1)c1ccccc1	18%	0%	-7%	6%	-1%	x	-12	x	4%
COc1ccc(OC)c(NC(=O)c2cccc3c2C(=O)N(C2CCCCC2)C3)c1	u	-3%	1%	4%&-2%	u	-0.4&1.2	-3&4	-1	14%
O=S(=O)(c1cccs1)N1CN(Cc2ccco2)c2nc3ccccc3nc21	-12%	3%	-11%	-1%	-17%	0.1	3	8	-1%
CCSc1nnc([C@H](Cc2ccccc2)NC(=O)OC(C)(C)C)o1	0%	-1%	0%	-8%	8%	0.3	-5	0	-5%
CC(NC(=O)COC(=O)/C(=C/c1cccs1)c1cccs1)c1ccccc1 (configuration not stated)	-13%	-5%	0%	4%	-4%	-0.1	0	-5	3%
CC(NC(=O)NC(=O)c1cccc(Cl)c1)c1ccccc1 (configuration not stated)	0%	-4%	0%	-8%	21%	x	-4	x	-8%
CN(CCO)c1ccc(-c2n[nH]c(=O)c3ccccc23)cc1[N+](=O)[O-]	0%&61%	-5%	-1%	-5%	11%	-0.9	-6&-8	-13	-14%
COc1ccc(N(CC(=O)NCc2ccc(F)cc2)S(=O)(=O)c2c(C)noc2C)cc1	0%&0%	-2%&-3%	-6%&-2%	8%&-1%	-1%&19%	0.0&0.0	-4&1	5	1%&-2%
Cc1onc(-c2ccccc2)c1C(=O)NC(C)c1ccc2c(c1)OCO2 (configuration not stated)	1%	-2%	0%	8%	-9%	0.0	0	6	-7%
CCCc1nc2oc(C(=O)OCC)c(N)c2c2c1COC(C)(C)C2	-18%	-4%	-6%	-2%	-6%	-0.1	-3	5	6%
CCOC(=O)C(O)(CC(=O)c1ccc(Cl)cc1)C(=O)OCC	-3%	-4%	0%	-16%	-12%	-0.7	-1	-1	6%
CCCOc1ccc(C(=O)Nc2ccc3oc(-c4ccc(N(C)C)cc4)nc3c2)cc1	-18%	-2%	4%	u	8%	0.4	-7	x	-3%
C[C@H](NC(=O)C1CCN(S(=O)(=O)c2ccccc2)CC1)C(=O)NCc1ccco1	1%	-3%	1%	6%	10%	-0.4	-8	18	-15%
C[C@@]12C(=O)Nc3ccc(Cl)cc3C(=O)N1[C@H]1c3cc(Cl)ccc3OC[C@@H]1[C@@H]2c1ccccc1	-2%	-5%	1%	8%	-10%	x	-10	x	-6%
Cc1noc(/C=C/c2ccco2)c1S(=O)(=O)N1CCC(C(=O)Nc2ccc(Cl)cn2)CC1	-15%	-1%	-11%	-10%	26%	-0.9	-4	-10	-11%
Cc1cc2cc(CNS(=O)(=O)c3ccccc3)ccc2n1C	-29%	-2%	0%	11µM*	-15%	0.3	4	13	-15%
O=S(=O)(c1ccc(C(F)(F)F)cc1)N1CCN(CCOc2ccccc2)CC1	-17%	1%	-1%	7%	-8%	7.7	-2	15	0%
C[C@]12c3[nH]c4cc(-c5ccco5)ccc4c3CCN1C(=O)[C@@H](CC(=O)NCCCn1ccnc1)C[C@@H]2C(=O)N1CCOCC1	x	-3%	0%	10%	-1%	x	-23	x	9%
CC(=O)Nc1ccc(NC(=O)C(C)OC(=O)CCc2c[nH]c3ccccc23)cc1 (configuration not stated)	-14%	-6%	1%	3%	-23%	0.3	0	6	4%
CC(C)CNC(=O)COC(=O)c1cc(S(=O)(=O)N2CCCCC2)ccc1N1CCOCC1	-2%	-3%	-4%	-7%	-25%	-0.8	-5	-18	0%
COc1ccccc1NC(=O)CSC1=Nc2ccccc2C2=NC(CC(=O)NCc3ccccc3)C(=O)N12 (configuration not stated)	u	-3%	4%	3%	22%	-0.3	-3	x	2%
COc1ccc(C2=NOC(Cn3nc(-c4ccccc4)cc3C(=O)NCc3ccc(C)cc3)C2)cc1 (configuration not stated)	11%	-2%	-1%	0%	17%	x	-5	x	8%
CSCCC(NC(=O)C1CCC(C)CC1)C(=O)NCCN1CCC(C)CC1 (configuration not stated)	3%	0%	1%	3%	2%	0.2	1	-6	0%
O=c1[nH]c(=O)n([C@H]2C[C@@H](O)[C@@H](CO)O2)cc1F	-11%[57.4 µM]	-7%	-16%	x	x	x	-1	x	x
Nc1cc(N)nc(SCC(=O)Nc2ccc3c(c2)OCCCO3)n1	-19%	2%	-4%	-2%	1%	1.2	-3	4	-4%
O=C(NCCCN1CCCCC1)C1CCC(CNS(=O)(=O)c2cccc3nsnc23)CC1 (configuration not stated)	7%	0%	2%	9%	-13%[56.9 µM]	0.6	-1	-7	-7%
